EPAC2 antag: blocks human EPAC2 exchange factor; Potency, µM (series often up to 114 µM), inactives show at the highest dose activity, negative = inhibition, most hits filed as inhibitors; 360,000 tested, 0.18% active; Q8WZA2; AID 720708; EPAC2 GEF exchange of Rap1B-BODIPY-GDP, fluorescence; note: % is set by controls: 0 for no effect and ±100 for the full control effect; nearly all actives have a fitted effect of over 45% in size; many of its hits are not listed in these tables
EPAC1 agonist: agonists of human EPAC1; AID 720707; 360,000 tested, 0.073% active; Potency, µM (series often up to 154 µM), inactives show top-dose activation, hits mostly activators; EPAC1 agonist qHTS, biochemical assay; response scale: 100% = response to 6.5 mM cAMP; note: nearly all actives have a fitted effect of over 60% in size
Target sequence (O95398 whole entry, looked up): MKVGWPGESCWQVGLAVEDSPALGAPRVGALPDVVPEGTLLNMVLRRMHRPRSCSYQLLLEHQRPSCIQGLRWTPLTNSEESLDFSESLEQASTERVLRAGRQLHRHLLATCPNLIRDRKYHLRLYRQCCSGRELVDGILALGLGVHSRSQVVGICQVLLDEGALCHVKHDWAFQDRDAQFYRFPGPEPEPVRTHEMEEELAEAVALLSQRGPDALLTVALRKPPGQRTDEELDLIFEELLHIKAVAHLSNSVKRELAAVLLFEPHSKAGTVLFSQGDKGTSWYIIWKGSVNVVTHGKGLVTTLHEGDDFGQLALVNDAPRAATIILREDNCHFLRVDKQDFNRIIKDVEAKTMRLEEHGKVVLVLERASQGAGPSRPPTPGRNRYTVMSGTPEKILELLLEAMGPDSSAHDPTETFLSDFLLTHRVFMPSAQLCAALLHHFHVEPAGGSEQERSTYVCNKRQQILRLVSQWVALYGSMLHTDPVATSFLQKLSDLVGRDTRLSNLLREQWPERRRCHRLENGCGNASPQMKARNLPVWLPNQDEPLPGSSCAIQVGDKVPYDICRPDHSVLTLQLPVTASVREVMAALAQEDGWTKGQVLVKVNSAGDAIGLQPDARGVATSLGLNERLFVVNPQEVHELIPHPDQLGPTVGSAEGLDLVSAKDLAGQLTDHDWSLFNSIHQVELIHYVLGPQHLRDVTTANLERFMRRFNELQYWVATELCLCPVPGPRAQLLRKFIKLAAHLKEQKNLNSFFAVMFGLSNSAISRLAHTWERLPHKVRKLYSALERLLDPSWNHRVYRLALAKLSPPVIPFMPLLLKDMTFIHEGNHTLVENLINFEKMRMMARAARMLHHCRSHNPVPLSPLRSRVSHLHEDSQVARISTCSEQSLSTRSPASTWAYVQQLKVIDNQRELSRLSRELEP
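Nucleotide exchange by EPAC1 (100 nM) on Rap1B–BODIPY-GDP (250 nM) in the presence of 50 uM GDP is tracked fluorescently at 480/540 nm over 30 min. Signals are normalized to a 6.5 mM cAMP control.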
EPAC2 ag: EPAC2 (human) agonism | Potency, µM (top dose mostly 154 µM), without a hit: at the highest dose activation, actives largely listed as activators | Q8WZA2 | AID 720711 | 360,000 tested, 0.079% active | EPAC2 activation, biochemical qHTS; response scale: 100% = 6.5 mM cAMP response; note: nearly all actives have a fitted effect of over 50% in size
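Exchange assay: 100 nM EPAC2 with 250 nM Rap1B-BODIPY-GDP and 50 uM GDP. Fluorescence (ex 480/em 540 nm) read every 5 min for 30 min at room temperature. Data normalized to 6.5 mM cAMP as agonist control.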
PTHR1 agonist: PTHR1 (human) receptor agonism; 410,000 tested, 0.075% active; HEK293 GP2 PTHR1 cells, GloSensor cAMP luminescence, 1 h; Potency, µM (titrated, usually from 115 µM), inactives show top-dose activation, usual class: activators; Q03431; note: nearly all actives have a fitted effect of over 55% in size; some results filed as inactive show a strong effect at the top dose; inactives centre near -15; many of its hits are not listed in these tables
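HEK-293-derived GP2 cells expressing PTHR1 and a GloSensor cAMP reporter, 3,000/well, plated overnight, given luciferin plus IBMX (each 0.5 mM as added) for 1 h at 37 °C, then compound for 1 h at 37 °C. Luminescence was read after 15 min at room temperature.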
aSyn yeast inh: rescues yeast growth from alpha-synuclein toxicity; Potency, µM (series often up to 46.1 µM), without a hit: at the top dose growth rescue (activation), hits mostly activators; 370,000 tested, 0.14% active; Yeast expressing alpha-synuclein, growth rescue, BacTiter-Glo, 24 h; note: % of control where 0% means no effect; nearly all actives have a fitted effect of over 65% in size
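Galactose-induced alpha-syn yeast (OD600=0.02, raffinose-pregrown) + pinned cpd, 24 hr, 30 deg C; growth by BacTiter-Glo luminescence. Growth restoration scores as activation.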
TDP-43 yeast inh: TDP-43 toxicity inhibition in yeast. AID 652104. Potency, µM (series often up to 46.1 µM), without a hit: at the top dose growth rescue (activation), hits mostly activators. 410,000 tested, 1.8% active. TDP-43 expressing yeast growth rescue, BacTiter-Glo, 24 h; note: % of control where 0% means no effect; nearly all actives have a fitted effect of over 50% in size
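In this qHTS, compounds that restore growth of yeast expressing TDP-43 appear as activators. Cells (OD600=0.02, galactose medium, raffinose-pregrown) are incubated with compound 24 hr at 30 deg C and growth is quantified by BacTiter-Glo.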
EPAC1 antagonist: antagonists of human EPAC1 | O95398 | EPAC1 GEF assay, Rap1b-BODIPY-GDP exchange fluorescence | Potency, µM (top dose mostly 115 µM), for inactives: at the top dose activity change, negative = inhibition, usual class: inhibitors | 360,000 tested, 0.14% active | AID 720709;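 note: plate controls were vehicle for no effect and positive control for full effect; nearly all actives have a fitted effect of over 50% in size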
FUS yeast rescue: FUS proteinopathy suppression in yeast; 390,000 tested, 0.24% active; S. cerevisiae FUS-expressing, growth rescue, OD600, 24 h; Potency, µM (highest dose often 76.6 µM), for the others: at the highest dose growth rescue (activation), hits mostly activators; AID 1347120;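 note: plate controls were DMSO vehicle for no effect and reference control for full effect; nearly all actives have a fitted effect of over 55% in size; some results filed as inactive show a strong effect at the top dose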
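Quantitative HTS measuring growth restoration of FUS-toxic yeast. Galactose-induced cells (OD 0.005) were exposed 24hr at 30C to compounds at several concentrations, then absorbance at 600 nm was recorded.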
The depositor's hits bear a star; i = inactive; ? = inconclusive; . = no result given; & = joins results of further samples; [ ] = dose if it differs, or a comment. Calls come from the whole dose curve; as a rule, active = well fitted curve in the direction sought with a large enough effect; inconclusive = small, poorly fitted or top-dose-only effect, or another doubt; inactive = no such curve, though single readings can be large; an effect the other way counts as inactive or inconclusive. Potency is the fitted concentration of half-maximal effect.

Screens in order – EPAC2 antag | EPAC1 agonist | EPAC2 ag | PTHR1 agonist | aSyn yeast inh | TDP-43 yeast inh | EPAC1 antagonist | FUS yeast rescue
O=C(C1CCN(S(=O)(=O)N2CCOCC2)CC1)N1CCN(Cc2ccc3c(c2)OCO3)CC1
→ 8% | 8% | 3% | -6%[57.5 µM] | -5% | 8% | -6% | -5%
O=C(CCN1C(=O)S/C(=C/c2ccccc2)C1=O)Nc1ccc(O)c(C(=O)O)c1
→ -30% | 2% | 1% | i | 1% | -4% | ? | 28%
COc1ccc(S(=O)(=O)N2CCCCCC2)cc1NC(=O)Cc1ccccc1F
→ -11% | 2% | 11% | -20% | -10% | 12% | -1% | ?
Cc1nn(CCCC(=O)NCc2ccccc2)c(=O)c2nn(-c3ccccc3)c(C)c12
→ -4% | 9% | 6% | i | -14% | -11%&10% | 7% | 3%&0%
O=C1CCc2cc(S(=O)(=O)NCc3ccc(Cl)cc3)cc3c2N1CC3
→ -5% | 5% | 7% | -1%&15% | -8% | 14%&-22% | -14% | 13%&7%
CC(=O)c1ccc(S(=O)(=O)NC2CC(=O)N(c3ccc4c(c3)OCCO4)C2)cc1 (configuration not stated)
→ -1% | 21% | 13% | -1% | -1% | -14% | 0% | 3%
C=C1CCN([C@@H](CC(C)C)C(=O)NCc2ccccc2)S(=O)(=O)c2ccccc21
→ 5% | 3% | 11% | -1% | 10% | 10% | -25% | 13%
N#Cc1ccc(S(=O)(=O)N2CCN(C(=O)c3cn(-c4ccccc4)nc3-c3cccnc3)CC2)cc1
→ -8% | -5% | 6% | 22% | -11% | -22% | -12% | 7%
CC(C(=O)Nc1ccccc1Sc1ccccc1)N(c1ccccc1)S(C)(=O)=O (configuration not stated)
→ -19% | 17% | 9% | -10% | 13% | 17% | -30% | 6%
CCN(CC)Cc1c(O)ccc2c(=O)c(-c3ccccc3)coc12
→ 7% | -4% | 13% | -9% | -3% | -25% | -2% | 9%

A portion from the list above, for reference:
Screens in order – EPAC2 antag | EPAC1 agonist | EPAC2 ag | PTHR1 agonist | aSyn yeast inh | TDP-43 yeast inh | EPAC1 antagonist | FUS yeast rescue
O=C(C1CCN(S(=O)(=O)N2CCOCC2)CC1)N1CCN(Cc2ccc3c(c2)OCO3)CC1
→ 8% | 8% | 3% | -6%[57.5 µM] | -5% | 8% | -6% | -5%
O=C(CCN1C(=O)S/C(=C/c2ccccc2)C1=O)Nc1ccc(O)c(C(=O)O)c1
→ -30% | 2% | 1% | i | 1% | -4% | ? | 28%
COc1ccc(S(=O)(=O)N2CCCCCC2)cc1NC(=O)Cc1ccccc1F
→ -11% | 2% | 11% | -20% | -10% | 12% | -1% | ?
Cc1nn(CCCC(=O)NCc2ccccc2)c(=O)c2nn(-c3ccccc3)c(C)c12
→ -4% | 9% | 6% | i | -14% | -11%&10% | 7% | 3%&0%
O=C1CCc2cc(S(=O)(=O)NCc3ccc(Cl)cc3)cc3c2N1CC3
→ -5% | 5% | 7% | -1%&15% | -8% | 14%&-22% | -14% | 13%&7%
CC(=O)c1ccc(S(=O)(=O)NC2CC(=O)N(c3ccc4c(c3)OCCO4)C2)cc1 (configuration not stated)
→ -1% | 21% | 13% | -1% | -1% | -14% | 0% | 3%
C=C1CCN([C@@H](CC(C)C)C(=O)NCc2ccccc2)S(=O)(=O)c2ccccc21
→ 5% | 3% | 11% | -1% | 10% | 10% | -25% | 13%
N#Cc1ccc(S(=O)(=O)N2CCN(C(=O)c3cn(-c4ccccc4)nc3-c3cccnc3)CC2)cc1
→ -8% | -5% | 6% | 22% | -11% | -22% | -12% | 7%

The results go on.
Screens in order – EPAC2 antag | EPAC1 agonist | EPAC2 ag | PTHR1 agonist | aSyn yeast inh | TDP-43 yeast inh | EPAC1 antagonist | FUS yeast rescue
CC(C)CN(C(=O)CSc1nncn1-c1ccccc1)c1c(N)n(CC(C)C)c(=O)[nH]c1=O
→ 10% | -1% | 2% | i | -5% | -13% | -13% | ?
O=C(NCCCn1ccnc1)Nc1cccc2ccccc12
→ -3% | 14% | 6% | -4% | 6% | 4% | 5% | -4%
COc1ccc(C(c2nnnn2C2CCCC2)N2CCN(C(=O)c3ccco3)CC2)cc1OC (configuration not stated)
→ 1% | -6% | -6% | i | 5% | 14% | -11% | 32%
COCCn1c(SCC(=O)N2CCOCC2)nc2ccccc2c1=O
→ 9% | -7% | -2% | i | -2% | -3% | 2% | -15%
CN1C(=O)C(CC(N)=O)N(NC(=O)c2ccc(Cl)cc2)C1=S (configuration not stated)
→ -3% | -1% | 9% | i | 3% | -8% | -1% | 25%
CC1(C)Cc2c(cnn2-c2ccc(F)cc2)C(NC(=O)CCN2CCCCC2=O)C1 (configuration not stated)
→ 3% | -6% | 4% | i | 0% | -24% | 14% | .
Cc1ccc(-c2csc3ncn(CC(N)=O)c(=O)c23)cc1C
→ 6% | -4% | 9% | -3% | 3% | 20% | 4% | -17%
O=C1/C(=C\c2ccc(O)c(O)c2)N=C2CCCCCN12
→ -8% | -1% | -2% | -8% | 0% | -18% | -18% | 21%
COc1ccc(S(=O)(=O)N2CCCCCC2)cc1NC(=O)Cc1cccc(C(F)(F)F)c1
→ -11% | -2% | 7% | -18% | 3% | 12% | -5% | 24%
Fc1cccc(Cl)c1Cn1ncc2ccccc21
→ ? | 1% | 4% | i | 0% | ? | 8% | -17%

Screens in order – EPAC2 antag | EPAC1 agonist | EPAC2 ag | PTHR1 agonist | aSyn yeast inh | TDP-43 yeast inh | EPAC1 antagonist | FUS yeast rescue
COC(=O)c1cc2c(ccn2-c2ccc(F)cc2)n1Cc1ccc(OC)cc1
→ -4% | 8% | 2% | i | 6% | 0% | 0% | 7%
CC(=O)CC1(OC(C)=O)C(=O)N(C)c2ccccc21 (configuration not stated)
→ 0% | -2% | -4% | i | 0% | -15%[9.22 µM] | 0% | -11%
Cc1ccc(NC(=O)CSCC(=O)Nc2sccc2C#N)cc1
→ 0% | 2% | 2% | -25% | 7% | 11% | 12% | 9%
CC(Oc1ccc(Br)cc1)C(=O)O/N=C(\N)c1ccncc1 (configuration not stated)
→ 3% | 22% | 14% | -28% | ? | ? | -7% | 15%
C[C@@H]1CCCCCCCCC(=O)OCCN1C(=O)OC(C)(C)C
→ ? | -25% | -2% | -32%[inhibitor] | 0% | 25% | -4% | -8%
O=C(c1ccco1)N1CCN(C(=O)C2CC(c3ccc(F)cc3)=NO2)CC1 (configuration not stated)
→ -14% | -5% | 4% | i | -1% | 6% | -11% | -7%
COc1ccc(C(=O)NNC(=O)Cc2coc3cc(OC)ccc23)cc1
→ -6% | -12% | -5% | i | -2% | -4% | -20% | -3%
CC1CCCCC1NC(=O)COC(=O)Cc1ccc(Cl)cc1 (configuration not stated)
→ -12% | 7% | 4% | -8% | 0% | ? | 3% | -3%
Cc1cccc(COCC(CC(C)C)N2CCN(C(=O)c3ccc(C(F)(F)F)cc3)CCC2=O)c1 (configuration not stated)
→ -30% | -22% | -1% | -45%[inhibitor] | 18% | 10% | -20% | ?
CN(C)c1ccc(C(=O)OCC(=O)Nc2ccc(N3CCOCC3)cc2)cc1
→ 17% | -2% | 14% | -19% | 7% | -17% | 17% | -6%

Screens in order – EPAC2 antag | EPAC1 agonist | EPAC2 ag | PTHR1 agonist | aSyn yeast inh | TDP-43 yeast inh | EPAC1 antagonist | FUS yeast rescue
COc1ccc(C(=O)NC2(C(F)(F)F)C(=O)NC(C)=C2C#N)cc1 (configuration not stated)
→ . | . | . | i | ? | 18% | . | -15%
CCN(C(=O)COC(=O)c1ccc(=O)n(Cc2ccccc2)n1)C1CCS(=O)(=O)C1 (configuration not stated)
→ 3% | 4% | 3% | i | -3% | -15% | 3% | 0%
O=C(CNC(=O)OCc1ccccc1)Nc1ccc(F)cc1
→ -6% | 14% | 9% | -5% | -4% | 11% | 3% | -17%
Cc1ccccc1/C=N\NC(=O)c1ccccc1-n1cccc1
→ -17% | 4% | 5% | ? | 0% | ? | 7% | 11%
O=C(NC(=S)N1CCCCC1)C12CC3CC(CC(C3)C1)C2
→ 2% | 0% | -1% | i | -15% | ? | 4% | -16%
Cc1ccc(Nc2nc3nonc3nc2N(C)C)cc1
→ 6% | 3% | -1% | i | -4% | 18% | 2% | 11%
Cc1ccc(-n2nc3ccc(NC(=O)/C=C/c4ccco4)cc3n2)cc1C
→ -4% | -1% | 7% | -32%[inhibitor] | -20% | 3% | ? | 43%
O=CN1CCN(C(C(=O)NC2CCCC2)c2ccc(Cl)cc2)CC1 (configuration not stated)
→ -2% | 4% | 1% | -2% | 7% | 22% | 6% | 26%
O=S1(=O)CCC(NC(=S)Nc2ccc(Cl)cc2)C1 (configuration not stated)
→ 7% | -6% | -6% | i | -10% | -3% | -4% | -3%
Cc1ccc(-c2csc(C3=C(O)CN(NC(=O)c4ccco4)C3=N)n2)cc1
→ 24% | -4% | -2% | -4% | 4% | -21% | 21% | -20%

Screens in order – EPAC2 antag | EPAC1 agonist | EPAC2 ag | PTHR1 agonist | aSyn yeast inh | TDP-43 yeast inh | EPAC1 antagonist | FUS yeast rescue
Cc1ccc(F)cc1-c1cc(C(=O)NCc2cc(C(F)(F)F)cc(C(F)(F)F)c2)[nH]n1
→ -7% | -24% | -9% | -46%[inhibitor] | -2% | 17% | -16% | -16%
NC(=O)c1ccc(C(F)(F)F)cn1
→ -1% | 1% | 1% | -20% | 0% | -5% | 0% | 17%
Cc1ccc(N2C(=O)C3C4C=CC(CC4)C3C2=O)c([N+](=O)[O-])c1 (configuration not stated)
→ -10% | 10% | -3% | -15% | 9% | 17% | 18% | 5%
CCOc1ccccc1N=Nc1c(C)[nH]n(-c2ccccc2)c1=O
→ -1% | 25% | 17% | -24% | -4% | -1% | 3% | -16%
Cc1ccc(S(=O)(=O)NCCSCc2ccco2)cc1
→ 0% | -3% | 14% | -22% | -3% | -17% | -2% | 7%
CCn1c(=S)sc2c(=O)n(CC(=O)Nc3ccccc3C(F)(F)F)c(C)nc21
→ -5% | 8% | 13% | i | -6% | -7% | 27% | -3%
CC1(C)CC2=C(CO1)C(=S)NC(c1ccccc1)N2CC1CCCO1 (configuration not stated)
→ 0% | -5% | 8% | -1% | -4% | -17% | 5% | 9%
O=C1CC(c2ccccc2)Oc2cc(O)cc(O)c21 (configuration not stated)
→ -21% | -18% | 8% | -15% | -1% | 30% | 1% | -7%
O=C(Cc1ccc(Br)cc1)N1CCc2ccccc2C1
→ -8% | 2% | 8% | -15% | 7% | 8% | -14% | 3%
Cn1c(C(=O)N2COCC2(C)C)cc2c(=O)n3ccccc3nc21
→ 6% | -7% | -16% | -4% | -12% | -1% | 10% | -19%

From PubChem BioAssay

These rows are one share of the data; the hit share may differ from the screen's.
